CHOP UPR activ: activators of apoptotic CHOP UPR arm, primary screen, cell-based, CHO-CHOP luciferase reporter, luminescence, uHTS. AID 449763, 2010. 0.34% of 330,000 active. activation, % at 10 µM. UPR activation; percent of tunicamycin response over DMSO baseline;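 active = at 10 µM dose, activation of 40% or more, normalized to positive control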;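 also: 100% = tunicamycin at 10 µg/mL and 0% = DMSO alone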
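Test system: CHO CHOP reporter cells. Input: 500 CHO-CHOP cells per well. Medium: F12 with 10% FBS. Technique: luciferase luminescence. Measure: percent activation relative to tunicamycin control. Dosing: 10 µM compound, 0.5% DMSO. Timing: 16-18 h cell attachment, then 6 h compound exposure, 37 °C.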
UPR XBP1 act: activators of adaptive XBP1 UPR arm, primary screen, cell-based, CHO-XBP1 luciferase reporter, luminescence, uHTS. IRE1-XBP1 UPR activation; percent of tunicamycin response, DMSO as zero. activation, % at 20 µM. 0.33% of 330,000 active. AID 463104, 2010;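 active = versus positive control, 20 µM dose yields 30% or more activation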;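 also: 100% = tunicamycin at 10 µg/mL and 0% = DMSO only wells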
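Test system: CHO-XBP1 luciferase reporter cells | Buffer or medium: Serum-containing F12 medium, 10% FBS | Schedule: 6 h compound exposure at 37 °C, 5% CO2 | Detection: Steady-Glo luciferase glow luminescence, 10 min after reagent addition | Read-out basis: Activation, % of tunicamycin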
CCR6 antagonist: CCR6 receptor antagonists, primary screen, cell-based, CHO-K1, luminescence, beta-arrestin, uHTS. C-C chemokine receptor type 6 (Homo sapiens), P51684. 0.49% of 340,000 active. inhibition, % at 20 µM. AID 493098, 2011. CHO-K1 CCR6 PathHunter beta-arrestin, CCL20-stimulated;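 active = compounds whose inhibition of the agonist-driven luminescence signal at 20 µM reaches about 50%, limit read from the data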;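 also: cells stimulated with CCL20 at 14 nM final; plate controls were DMSO with CCL20 for no effect and DMSO without agonist for full effect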
CXCR6 inh: CXCR6 receptor inhibitors, primary screen, cell-based, beta-arrestin, luminescence, CHO-K1 PathHunter, 1536-well. 0.36% of 360,000 active. inhibition, % at 20 µM. C-X-C chemokine receptor type 6 (Homo sapiens), O00574. AID 602244, 2012; in the data active = inhibition above about 34%, passing the limit was not always enough;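 also: antagonist mode with CXCL16 agonist at 10 nM final; 0% = 10 nM CXCL16 with DMSO and 100% = unstimulated wells without agonist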
EBI2 antag: EBI2 receptor antagonists, beta-arrestin recruitment, primary screen, cell-based, luminescence, 7a,25-OHC stimulation, uHTS | G-protein coupled receptor 183 (Homo sapiens), P32249 | 7a,25-OHC stimulated | inhibition, % at 5 µM | 0.81% of 360,000 active | AID 651636, 2012; in the data active = inhibition above about 38%;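 also: enzyme fragment complementation signal reports receptor beta-arrestin coupling in cells; 0% = agonist plus DMSO wells and 100% = wells without agonist; some results beyond the cut were filed as inactive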
Mdm2-MdmX inh: inhibitors of human Mdm2-MdmX association, primary screen, cell-based, luminescence, split luciferase, SaOS-2, uHTS; 3% of 330,000 active; Protein Mdm4 (Homo sapiens) + E3 ubiquitin-protein ligase Mdm2 (Homo sapiens), …; inhibition, % at 8 µM; AID 485346, 2010; SaOS-2 split-luciferase Mdm2/MdmX complementation;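 active = inhibition of at least 50% at 8 µM in the primary screen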
Target sequence (O15151 whole entry, looked up): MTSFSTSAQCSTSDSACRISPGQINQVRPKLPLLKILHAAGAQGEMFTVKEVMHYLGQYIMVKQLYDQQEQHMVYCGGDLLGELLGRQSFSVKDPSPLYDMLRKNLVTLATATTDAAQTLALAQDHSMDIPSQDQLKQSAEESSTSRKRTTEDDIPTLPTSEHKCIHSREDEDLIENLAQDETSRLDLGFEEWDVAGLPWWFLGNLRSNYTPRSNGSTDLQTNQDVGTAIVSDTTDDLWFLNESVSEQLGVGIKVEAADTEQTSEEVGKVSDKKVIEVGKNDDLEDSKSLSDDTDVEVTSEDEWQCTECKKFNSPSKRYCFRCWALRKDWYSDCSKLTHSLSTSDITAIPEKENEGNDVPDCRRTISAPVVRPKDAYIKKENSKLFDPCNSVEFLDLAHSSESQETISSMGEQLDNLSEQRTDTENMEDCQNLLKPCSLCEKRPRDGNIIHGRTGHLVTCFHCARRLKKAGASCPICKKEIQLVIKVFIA
Target sequence (Q00987 whole entry, looked up): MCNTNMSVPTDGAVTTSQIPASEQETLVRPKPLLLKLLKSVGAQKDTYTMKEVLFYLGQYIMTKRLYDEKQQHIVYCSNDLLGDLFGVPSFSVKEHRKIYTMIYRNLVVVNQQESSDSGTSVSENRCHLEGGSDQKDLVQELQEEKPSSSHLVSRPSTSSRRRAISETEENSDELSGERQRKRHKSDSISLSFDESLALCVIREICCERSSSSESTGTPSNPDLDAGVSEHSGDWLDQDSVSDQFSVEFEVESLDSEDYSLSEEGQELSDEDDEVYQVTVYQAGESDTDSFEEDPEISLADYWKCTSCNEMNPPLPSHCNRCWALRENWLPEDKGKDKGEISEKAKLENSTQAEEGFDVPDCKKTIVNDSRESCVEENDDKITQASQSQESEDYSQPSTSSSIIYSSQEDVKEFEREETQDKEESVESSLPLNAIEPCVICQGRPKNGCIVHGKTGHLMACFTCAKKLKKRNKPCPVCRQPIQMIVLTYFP
Gli-Sufu antag: Gli-Sufu pathway antagonists, primary screen, luciferase luminescence, Sufu-KO-LIGHT cells, uHTS. 0.74% of 340,000 active. Sufu-KO-LIGHT fibroblasts, Gli luciferase reporter luminescence. inhibition, % at 5 µM;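 active = inhibition above about 55%, limit read from the data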;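 also: 0% = DMSO-treated cells and 100% = wells with medium but no cells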
Jurkat NFkB inh: inhibitors of induced NF-kB luciferase reporter, primary screen, TCR NF-kB activation inhibitor project, cell-based, luminescence, uHTS; inhibition, % at 4 µM; Jurkat, PMA/ionomycin-induced NF-kB luciferase reporter; 0.53% of 330,000 active; in the data active = inhibition above about 50%
697 NFkB inh: inhibitors of PMA/ionomycin-induced NF-kB reporter, 697 cells, primary screen, B-cell NF-kB inhibitor project, cell-based, luminescence, uHTS; 0.33% of 330,000 active; 697 B-cell NF-kB luciferase reporter, 16 h; inhibition, % at 4 µM; AID 435022, 2010; in the data active = inhibition above about 35%
* marks the source's active call; other numbers are inactive results; / = not tested or not shown.

structure	CHOP UPR activ	UPR XBP1 act	CCR6 antagonist	CXCR6 inh	EBI2 antag	Mdm2-MdmX inh	Gli-Sufu antag	Jurkat NFkB inh	697 NFkB inh
COc1ccc(CNC(=O)CN2C(=O)NC(C)(c3ccc(C(C)(C)C)cc3)C2=O)cc1 (configuration not stated)	3.9	2.5	11.9	-15.1	15.7	-14.7	5.1	-4.3	-0.5
Cc1ccc(/C(N)=N/OC(=O)Cc2cccc3ccccc23)cc1	-1.4	-2.3	-11.9	-2.9	4.1	14.7	-9.9	-4.4	7.3
CC(C)Cc1ccc(C(C)CC2=CCC(CN(C)C)C2=O)cc1 (configuration not stated)	/	/	16.1	-12.8	-5.5	/	-10.7	/	/
COc1ccc(Cc2c(O)nc(SC)n(C(C)=O)c2=O)cc1	-1.2	-5.1	-33.6	-0.2	3.1	16.1	-12.1	-12.3	19.0
OC(c1ccc2ccccc2n1)c1c(Cl)cccc1Cl (configuration not stated)	/	/	16.1	0.8	8.2	/	-4.7	/	/
Cc1cnc(C(=O)OCC(=O)Nc2ccc(Oc3ccccc3)cc2)cn1	-0.8	-0.8	-5.6	0.1	-19.2	6.0	5.8	-17.8	-33.7
CC(=O)c1ccc(N2CCN(C(=O)C3CCN(S(=O)(=O)Cc4ccccc4)CC3)CC2)cc1	-1.4	-0.7	-6.2	-1.6	1.1	-0.7	-7.6	10.2	20.5
COc1cc(Nc2nc(SCC#N)nc3ccccc23)cc(OC)c1OC	2.1	3.1	-6.3	6.3	-14.7	-10.8	8.4	-8.9	-18.4
CCN(CC)CCN(C(=O)c1ccc2c(c1)OCCO2)c1nc2cc3c(cc2s1)OCO3	-0.7	-5.6	17.0	12.2	8.9	1.6	26.3	-13.4	-6.6
Cc1csc(SCC(=O)Nc2ccc(Cl)cn2)n1	-4.0	-0.3	7.8	-1.0	-16.1	-4.6	10.2	-10.1	8.6
O=C(C1CCN(Cc2cn[nH]c2-c2ccc(F)cc2F)CC1)N1CCOCC1	0.8	-4.2	-8.5	-1.8	-1.0	-18.1	29.2	7.0	-0.2
CSCCC(=O)N1CCC(n2nccc2NC(=O)c2ccc3c(c2)OCO3)CC1	6.0	-3.9	17.3	-10.1	-8.1	-42.8	-96.7	-86.3	-96.8
CC(=O)c1cc(C(=O)NC2CCCc3c2cnn3-c2cc(C)cc(C)c2)[nH]n1 (configuration not stated)	1.9	1.9	0.2	6.6	-2.7	13.4	-3.0	-2.8	-30.4
COC(=O)[C@H](Cc1ccccc1)NC(=O)NCCc1ccccc1F	3.7	-3.6	-2.1	-9.1	-6.2	-12.7	1.1	12.6	12.6
CCc1nonc1NC(=O)c1oc2ccc(Cl)cc2c1C	2.6	-0.5	-7.2	2.7	1.8	-20.3	3.6	-4.5	-6.7
COc1ccc(/C=N/NC(=O)C(=O)N2CCCCCC2)cc1O	0.8	-3.9	-3.6	-4.6	-1.4	6.2	3.3	9.3	15.6
CC(C)(C)c1ccccc1NC(=O)C1=COCCO1	1.6	1.1	2.2	-14.1	-12.0	14.8	-3.5	-2.8	4.7
Cc1cccc(Nc2ncccc2C(=O)NCc2cccs2)c1C	-2.2	-1.4	8.0	3.5	3.0	-8.8	12.5	3.7	8.5
c1ccc2c(Oc3ccc4c(c3)OCO4)nncc2c1	-0.3	-5.4	1.4	-0.8	-13.3	-58.8	2.6	-114.5	-153.8
Cc1cc(C)nc(NC(=O)CN2C(=O)c3ccccc3C2=O)n1	0.1	-2.0	-2.2	1.4	-0.5	15.9	1.9	2.0	-2.3
Cc1ccc(-c2csc3nnc(SCC(=O)Nc4nsc(-c5ccccc5)n4)n23)cc1	-0.9	-0.5	20.1	10.6	11.4	23.3	2.7	12.2	17.9
Cc1ccc(C(=O)Nc2ccccc2C(=O)N2CCN(c3ccccc3)CC2)cc1	0.8	-2.7	5.7	-3.4	-4.5	-1.2	7.2	2.2	-54.5
O=S(=O)(c1cccs1)N1CN(Cc2ccco2)c2nc3ccccc3nc21	1.9	1.4	15.9	-6.1	16.7	-43.2	6.2	-28.2	-41.2
COc1ccc(CCNC(=O)C2CCN(C(=O)N(C)C)CC2)cc1OC	-1.8	1.9	5.4	-2.8	-4.7	5.6	2.9	-11.9	-10.2
COc1ccc(-c2cnc3nc(/N=C/N(C)C)nn3c2/N=C/N(C)C)cc1	2.7	-0.3	2.1	-1.2	-6.5	0.8	4.5	4.3	15.6
COc1ccc(C2C(C#N)=C(N)OC3=C2C(=O)CC(C)(C)C3)cc1OC (configuration not stated)	0.7	-1.3	7.0	-9.9	1.3	-15.6	-2.0	9.0	1.6
Cc1ccc(S(=O)(=O)N2[C@@H](c3ccc(Cl)cc3)C(C(=O)O)=CC[C@H]2c2cccc(Cl)c2)cc1	-0.8	-2.3	0.5	8.9	-4.2	4.8	3.6	9.1	2.6
COc1ccccc1CNC(=O)Cn1cc([N+](=O)[O-])ccc1=O	0.2	-3.5	0.0	-2.2	-14.8	11.1	1.2	1.5	7.9
COc1cc2[nH]c(-c3cccc(F)c3)cc(=O)c2cc1OC	-0.5	1.7	8.6	2.4	2.4	20.3	-2.4	30.5	11.2
O=C(Cc1cc(=O)[nH]c(=O)[nH]1)N1CCC(Cc2ccccc2)CC1	3.6	-0.7	-2.4	7.9	-0.6	16.6	/	-0.4	-0.7
O=S(=O)(c1ccccc1)c1ccc(N2CCCCCC2)cc1	0.6	-1.8	18.7	-9.4	-5.6	3.4	2.8	1.1	-22.2
Cc1ccc(N/C(N)=N/c2nc(CSc3ccc(C)cc3)cc(=O)[nH]2)cc1	/	/	-13.3	2.3	39.5	/	0.6	/	/
COc1ccc(-c2nc(-c3ccccc3)c(-c3cc([N+](=O)[O-])ccc3C)[nH]2)cc1OC	-0.3	-7.2	20.2	8.2	20.0	19.1	14.7	-12.8	-14.7
O=C(CNCc1ccco1)Nc1cccc(S(=O)(=O)N2CCCCC2)c1	-1.0	0.2	0.3	-3.1	1.5	-4.3	6.3	1.6	-10.2
CCOc1ccc(N(CC(=O)N2CCc3ccccc32)S(=O)(=O)c2c(C)noc2C)cc1	5.4	-2.2	3.4	-1.9	13.3	26.1	3.2	19.4	16.7
COc1ccc(CCNC(=O)CCNS(=O)(=O)c2ccc3c(c2)CCN3C(C)=O)cc1OC	-0.2	-0.4	-6.0	2.9	-4.9	-12.1	-3.3	-1.0	-0.1
Cc1nc(Nc2cccc(Cl)c2)c2oc3ccccc3c2n1	1.5	9.8	-0.4	-1.4	2.7	34.2	10.9	-12.5	13.4
O=C(Nc1ccc(F)cc1)c1cc(-c2ccncc2)nc2c(Cl)cccc12	0.2	3.0	-5.4	2.2	-8.2	46.3	-0.9	0.7	7.9
NS(=O)(=O)c1cccc2cccnc12	-0.1	-2.9	3.3	-0.1	0.0	10.7	32.4	-7.6	-4.3
Cc1ccc(SCc2cc(=O)[nH]c(Nc3nc(C)c4ccccc4n3)n2)cc1	3.4	3.0	11.8	6.4	4.7	28.7	33.5	11.0	-2.4

Quoted at random: two compounds from above.
structure	CHOP UPR activ	UPR XBP1 act	CCR6 antagonist	CXCR6 inh	EBI2 antag	Mdm2-MdmX inh	Gli-Sufu antag	Jurkat NFkB inh	697 NFkB inh
CC(=O)c1cc(C(=O)NC2CCCc3c2cnn3-c2cc(C)cc(C)c2)[nH]n1 (configuration not stated)	1.9	1.9	0.2	6.6	-2.7	13.4	-3.0	-2.8	-30.4
NS(=O)(=O)c1cccc2cccnc12	-0.1	-2.9	3.3	-0.1	0.0	10.7	32.4	-7.6	-4.3

Continuation.
structure	CHOP UPR activ	UPR XBP1 act	CCR6 antagonist	CXCR6 inh	EBI2 antag	Mdm2-MdmX inh	Gli-Sufu antag	Jurkat NFkB inh	697 NFkB inh
COc1cccc2cc(C(=O)Nc3ccccc3Cl)/c(=N/NS(=O)(=O)c3ccccc3)oc12	-0.1	-2.3	16.2	14.2	-6.8	42.6	-5.1	18.1	19.7
COc1ccc(C(=O)OCC(=O)NCC2CCCO2)cc1[N+](=O)[O-] (configuration not stated)	0.5	-3.1	-2.0	-0.3	-7.9	-2.4	-0.1	2.8	0.9
CCCNc1c(NS(=O)(=O)c2ccc(C3CCCCC3)cc2)c(=O)oc2ccccc12	0.9	-1.8	14.8	-10.2	-13.0	2.1	3.4	-1.8	-28.3
Cc1ccc(NC(=O)c2cc(C(=O)Nc3ccc(C)cc3)n(C)n2)cc1	-0.7	-3.5	7.1	-11.8	3.9	23.2	-2.9	4.9	14.2
COc1ccc(-n2cc(C#N)c(=O)n(Cc3ccc(F)cc3)c2=O)cc1	-0.5	-0.4	9.4	3.0	-17.4	25.7	5.2	19.0	6.3
COc1ccc(Cl)cc1NC(=O)CN(C)C(=O)CCSc1ccc(C)cc1	1.0	-0.2	13.3	-5.5	8.2	36.1	-11.3	0.5	9.4
O=C(Nc1cc(=O)[nH]c2ncnn12)c1ccccc1Cl	0.1	3.1	17.3	3.2	0.8	-17.8	-0.8	-3.1	-5.0
COC(=O)[C@@]1(Cc2ccc(F)cc2)[C@H]2c3cc(C(=O)N(C)C)n(CCc4ccc(OC)c(Br)c4)c3C[C@H]2CN1C(=O)c1ccccc1	6.5	2.9	12.6	8.4	27.7	67.1*	0.0	5.5	5.6
COC(=O)c1sc(S(=O)(=O)NCc2cccs2)c(C(=O)OC)c1C	-0.8	-0.2	3.1	6.1	-1.1	7.1	21.5	-0.8	19.8
COc1ccccc1NC1=C(NC(C)=O)C(=O)c2ccccc2C1=O	/	/	3.6	-17.3	-4.4	/	-2.0	/	/
CCc1nc2ccccc2c(C(=O)OCC(=O)NC2CC2)c1C	0.6	-0.4	2.6	6.4	-14.5	-0.8	1.5	14.5	-4.2
CCOC(=O)C1=C(O)/C(=C/c2cc(OC)c(O)c(OC)c2)SC1=Nc1ccc(OC)cc1	/	/	21.4	13.1	49.3*	/	6.2	/	/
Cc1c(C(=O)NCC2CCCO2)oc2ccc(S(=O)(=O)N3CCCCC3)cc12 (configuration not stated)	-1.0	4.5	2.3	-2.6	-6.1	-3.1	1.8	-4.1	-7.9
CC(=NNC(=S)SCc1ccccc1)c1ccccn1	/	/	-2.7	-13.6	-19.9	/	78.2*	/	/
Cc1ccc(NC(=O)/C=C2\NC(=O)CS2)cc1	5.4	0.7	-1.5	0.4	-0.2	-21.5	-20.4	-29.7	-14.4
Cn1c2ccc(F)cc2c2ncn(CCN3CCOCC3)c(=O)c21	0.0	0.1	10.1	-9.3	-15.4	-16.3	-5.1	-17.1	-31.3
